Menin-MLL TR inh: inhibitors of human menin-MLL interaction, mutant MLL peptide. Potency, µM (series often up to 61.6 µM), for the others: at the top dose FP activity change, negative = inhibition, actives largely listed as inhibitors. AID 1768. 270,000 tested, 0.23% active. O00255. Menin + Texas Red MLL mutant peptide, fluorescence polarization; active = well fitted inhibition curve with a large enough effect in the polarisation, with a control signal flat, not every such curve was filed as active; inconclusive = small, poorly fitted or top-dose-only effect, or effect the other way, or a change in a side signal; inactive = no such curve, though single readings can be large or run the other way; the % refers to the polarisation; note: potency is the fitted concentration of half-maximal effect; % of control where 0% means no effect; many of its hits are not listed in these tables
BRCA1 expr up: BRCA1 expression activation; Potency, µM (series often up to 46.1 µM), for the others: at the top dose activation, hits mostly activators; AID 624202; MCF7-BRCA1-FFLuc reporter, luminescence, 48 h; response scale: scaled: vehicle 0%, 10 µM genistein 100%; 380,000 tested, 1.1% active; note: potency is the fitted concentration of half-maximal effect; nearly all actives have a fitted effect of over 80% in size; some results filed as inactive show a strong effect at the top dose
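Activators of BRCA1 expression were detected as increased firefly luciferase luminescence in engineered MCF7 cells after 48 h compound incubation. Signals were scaled to genistein 10 microM as full activation.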
Giardia kill: Giardia lamblia killing. Giardia lamblia trophozoite viability. activity change, % at 7.66 µM, hits read low. 340,000 tested, 0.15% active; in the data active = activity change below about -80%; inconclusive = between about -30% and that limit;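 note: parasites exposed to compound for two days anaerobically before the ATP read; % is set by controls: 0 for no effect and ±100 for the full control effect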
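Viability, read as ATP luminescence: trophozoites at 100 cells/well, compound added, 48 hrs anaerobic at 37 deg C, then 15-30 min room-temperature development before reading.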
PKM2 act: increases activity of human pyruvate kinase M2 | Potency, µM (series often up to 57.5 µM), for the others: top-dose activation, usual class: activators | 260,000 tested, 0.34% active | P14618 | purified PKM2, Kinase-Glo ATP luminescence, activation; response scale: 0% is enzyme alone, no compound | AID 1631; note: potency is the fitted concentration of half-maximal effect; % is set by controls: 0 for no effect and ±100 for the full control effect; nearly all actives have a fitted effect of over 55% in size
Target sequence (P14618 whole entry, looked up): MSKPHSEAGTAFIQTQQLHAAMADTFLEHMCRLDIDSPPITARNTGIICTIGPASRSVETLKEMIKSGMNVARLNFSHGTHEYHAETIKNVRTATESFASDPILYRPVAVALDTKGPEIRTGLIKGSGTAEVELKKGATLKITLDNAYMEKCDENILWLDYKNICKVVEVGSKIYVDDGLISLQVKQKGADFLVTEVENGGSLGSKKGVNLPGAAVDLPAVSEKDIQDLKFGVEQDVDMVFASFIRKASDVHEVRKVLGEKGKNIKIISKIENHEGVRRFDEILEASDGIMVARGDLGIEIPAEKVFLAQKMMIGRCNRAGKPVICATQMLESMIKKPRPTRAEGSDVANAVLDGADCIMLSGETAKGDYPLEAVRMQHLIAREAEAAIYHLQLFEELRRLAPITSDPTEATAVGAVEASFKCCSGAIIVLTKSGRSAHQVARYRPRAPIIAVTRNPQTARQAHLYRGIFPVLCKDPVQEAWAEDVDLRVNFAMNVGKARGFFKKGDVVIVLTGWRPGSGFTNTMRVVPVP
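Purified hPK-M2 (>95%) run at intermediate activity with 0.1 mM ADP and 0.5 mM PEP in 50 mM imidazole pH 7.2, KCl, MgCl2; 1 h room temperature. ATP formed read by Kinase-Glo luminescence; normalized to uninhibited and no-enzyme controls.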
ELG1 genotoxic: induces genotoxicity in HEK293T cells with luciferase-tagged ELG1 | HEK293T ELG1-luciferase reporter, luminescence, 16 h | Potency, µM (top dose mostly 46 µM), without a hit: top-dose activity change, positive = activation, usual class: activators | 330,000 tested, 1.3% active | AID 504466; note: potency is the fitted concentration of half-maximal effect; % of control where 0% means no effect; nearly all actives have a fitted effect of over 60% in size
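Reporter readout depends on ELG1 protein level, which increases with genetic stress. After 16 hr compound exposure at 37 °C, luciferase activity was quantified using ONE-Glo.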
FLuc counter: counter-screen for miR-21 project: firefly luciferase inhibitors or activators; P08659; purified FLuc, Km substrates, luminescence inhibition; Potency, µM (titrated, usually from 57.5 µM), for the others: top-dose activity change, negative = inhibition, hits mostly inhibitors; 360,000 tested, 6.9% active; AID 588342;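 note: potency is the fitted concentration of half-maximal effect; plate controls were vehicle for no effect and reference inhibitor for full effect; nearly all actives have a fitted effect of over 55% in size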
Target sequence (P08659 whole entry, looked up): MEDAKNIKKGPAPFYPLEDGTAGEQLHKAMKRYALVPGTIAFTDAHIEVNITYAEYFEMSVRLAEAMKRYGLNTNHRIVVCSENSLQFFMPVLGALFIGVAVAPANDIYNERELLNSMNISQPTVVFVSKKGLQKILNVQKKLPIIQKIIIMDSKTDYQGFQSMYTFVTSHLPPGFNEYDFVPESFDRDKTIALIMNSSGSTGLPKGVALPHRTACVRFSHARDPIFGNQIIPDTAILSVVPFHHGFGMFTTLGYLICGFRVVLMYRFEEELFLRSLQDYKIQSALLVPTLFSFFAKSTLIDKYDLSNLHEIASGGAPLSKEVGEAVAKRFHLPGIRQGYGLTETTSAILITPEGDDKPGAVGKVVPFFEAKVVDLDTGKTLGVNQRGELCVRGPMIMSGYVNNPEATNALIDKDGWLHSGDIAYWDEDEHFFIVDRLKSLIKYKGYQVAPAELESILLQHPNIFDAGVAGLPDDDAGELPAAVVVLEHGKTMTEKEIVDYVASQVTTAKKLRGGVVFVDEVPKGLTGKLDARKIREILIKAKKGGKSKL
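Biochemical qHTS of compounds, final roughly 60 µM downward over six points, against 10 nM purified firefly luciferase using Km concentrations of substrates (10 uM D-luciferin, 10 uM ATP) in Tris acetate pH 7.5 buffer; luminescence output.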
Gal4-VP16 FLuc: counter-screen for ROR gamma inhibitors: Gal4-VP16 reporter. 310,000 tested, 3.5% active. Drosophila S2 Gal4-VP16 UAS-luciferase, luminescence, 20 h. Potency, µM (highest dose often 53.6 µM), inactives show at the top dose activity, negative = inhibition, most hits filed as inhibitors;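 note: Gal4-VP16 expression switched on by copper sulfate through the metallothionein promoter; potency is the fitted concentration of half-maximal effect; % is set by controls: 0 for no effect and ±100 for the full control effect; nearly all actives have a fitted effect of over 50% in size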
Rab9 promoter act: activators of Rab9 promoter; Huh7 Rab9 promoter-luciferase reporter, luminescence, 24 h; Potency, µM (series often up to 9.22 µM), inactives show top-dose activation, negative = inhibition, actives largely listed as activators; 320,000 tested, 2.8% active; AID 485297; note: potency is the fitted concentration of half-maximal effect; % of control where 0% means no effect; nearly all actives have a fitted effect of over 60% in size
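Using Huh7 cells stably transfected with Rab9 promoter–luciferase, compounds were incubated 24 h at 37 °C, 5% CO2; luciferase luminescence was read 10 min after reagent addition.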
NPC1 prom act: activates the NPC1 promoter | Huh7 NPC1 promoter luciferase reporter, 24 h | Potency, µM (doses to about 9.22 µM), for inactives: top-dose activation, hits mostly activators | 320,000 tested, 2.4% active | AID 485313;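 note: potency is the fitted concentration of half-maximal effect; % of control where 0% means no effect; nearly all actives have a fitted effect of over 60% in size; reporter is driven by a mutant NPC1 promoter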
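Huh7 cells stably carrying NPC1 promoter–luciferase, plated in Opti-MEM with 10% FBS for 2 h, were exposed to compound in DMSO for 24 h at 37 °C; luciferase reagent was added for 10 min and luminescence read.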
p53 reactivation: mutant p53 re-activation in reporter cells; H1299 p53-A138V BP100-luciferase reporter, luminescence, 24 h; Potency, µM (top dose mostly 92.2 µM), for inactives: at the highest dose activity change, positive = activation, usual class: activators; 320,000 tested, 0.063% active; AID 504706; note: potency is the fitted concentration of half-maximal effect; % of control where 0% means no effect; nearly all actives have a fitted effect of over 45% in size
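H1299 (p53-null), stable ts p53-A138V + BP100-Luc; 1000 cells/well, Opti-MEM/10% FBS; cpd 4 pt, 1:5; 24 h, 37 deg C, 5% CO2; detection reagent 10 min RT; luminescence.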
RORgamma inh: blocks mouse ROR gamma transcriptional activity | 310,000 tested, 5.4% active | Drosophila S2 Gal4-RORgamma UAS-luciferase reporter, 20 h | Potency, µM (series often up to 53.6 µM), without a hit: at the highest dose activity change, negative = inhibition, usual class: inhibitors | P51450; note: potency is the fitted concentration of half-maximal effect; % is set by controls: 0 for no effect and ±100 for the full control effect; nearly all actives have a fitted effect of over 60% in size
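Schneider cells (Drosophila), stable Gal4 DBD–ROR gamma + UAS-luc; 1 hr cmpd preincubation; Cu2+ induction 700 uM final; 20 hr ambient; luminescence.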
* marks the source's active call; other numbers are inactive results; ? = inconclusive; · = no result given; [ ] = remark or other dose. Unless noted, calls come from the whole dose curve; as a rule, active = well fitted curve in the direction sought with a large enough effect; inconclusive = small, poorly fitted or top-dose-only effect, or another doubt; inactive = no such curve, though single readings can be large; an effect the other way counts as inactive or inconclusive.

SMILES | Menin-MLL TR inh | BRCA1 expr up | Giardia kill | PKM2 act | ELG1 genotoxic | FLuc counter | Gal4-VP16 FLuc | Rab9 promoter act | NPC1 prom act | p53 reactivation | RORgamma inh
COc1cccc(NC(=O)CN2C(=O)NC3(CCCC3)C2=O)c1 | 8% | -33% | 7 | 0% | 1% | 1% | -8% | 9% | 4% | -3% | -15%
CN(C)S(=O)(=O)c1ccc(Cl)c(NC(=O)CN2CCCC2)c1 | -1% | -16% | 17 | -1% | 0% | 4% | 11% | 3% | 2% | -3% | -9%
Cc1cc2c(c(=O)o1)C(Cc1ccccc1)C(C#N)=C(N)O2 (configuration not stated) | 2% | 45% | -16 | -2% | 1% | 4% | -1% | -1% | -3% | -3% | 13%
CCOc1ccc(/C=N/NC(=O)COc2ccccc2-c2ccccc2)cc1 | ? | -65% | 27 | 2% | -3% | 1% | -10% | 4% | -20% | -7% | -8%
CCOc1ccc(N2C(=O)Nc3ccccc3C2(O)C(=O)NCc2ccc3c(c2)OCO3)cc1 (configuration not stated) | · | 0% | 1 | 0% | 11% | ? | 12% | 11% | 0% | 3% | 7%
CCOC(=O)N1CCN(C(=O)c2cc3c(=O)n(C)c4ccccc4c3n2C)CC1 | -12% | 3% | -13 | 3% | -4% | 3% | 9% | 3% | -1% | -2% | -8%
COc1ccc(NC(=O)c2c(-c3ccccc3Cl)noc2C)c(OC)c1 | -1% | -28% | -6 | -4% | -11% | -1% | 0% | 3% | -1% | 1% | -19%
CCOC1=NS(=O)(=O)c2ccccc21 | 1% | -5% | -16 | ? | 1% | 2% | 3% | -5% | -1% | 2% | -16%
O=C(Nc1ccccc1)Nc1nnc(SCc2ccc(Cl)cc2)s1 | ? | -26% | -23 | 2% | 0% | -2% | -57% | 1% | -2% | -3% | 1%[10 µM]
COc1cc(/C=C(\NC(C)=O)C(=O)O)cc(OC)c1OC | · | -1% | 14 | 1% | -1% | 0% | -6% | -2% | -1% | 0% | 3%
CCCCn1nnnc1NCc1ccc(N(CC)CC)cc1 | ? | 3% | 5 | 0% | -1% | 3% | 9% | -2% | -2% | 1% | -8%
CC1=C([N+](=O)[O-])C(c2ccccc2Cl)NC(=O)N1 (configuration not stated) | 10% | 5% | 5 | 2% | -3% | 1% | 1% | 0% | -5% | · | -16%[1.91 µM]
O=C(COc1ccc([N+](=O)[O-])cc1)NNC(=O)Nc1cccc(F)c1 | 11% | -16% | 17 | 0% | 3% | -2% | -9% | 0% | -3% | -7% | 4%
COCCN1C(=O)CS/C1=C(/C#N)C(=O)NCc1ccco1 | ? | 0% | -25 | 0% | -2% | -1% | -3% | -2% | -2% | -2% | 4%
Cc1c(C(=O)Nc2ccc3c(c2)OCO3)sc2nc(-c3ccccc3)cn12 | 22% | -8% | 1 | 2% | -1% | 3% | 3% | -14% | -18% | 3% | -5%
CCC(C(=O)NCCc1ccco1)n1nc(C)c2c(C)n(-c3ccccc3)nc2c1=O (configuration not stated) | · | 1% | -27 | · | -4% | 3% | 0% | 0% | -4% | -2% | -1%
CCOCC(=O)Nc1ccc(S(=O)(=O)Nc2ncccn2)cc1 | 1% | -4% | -14 | -2% | -6% | 9% | 4% | -4% | 2% | 4% | -7%
CCOC(=O)Nc1ccc2c(CN3CCN(S(=O)(=O)c4ccccc4F)CC3)cc(=O)oc2c1 | · | -41% | 13 | · | -6% | 4% | · | -5% | -1% | -4% | ·
CCCCn1c(=N)n(CC(=O)O)c2ccccc21 | 12% | 0% | 6 | -4% | 0% | -11% | -5% | -8% | 1% | 2% | -13%
C=CCn1c(=N)n(CC(=O)c2ccc(Cl)cc2)c2ccccc21 | -20% | 0% | 10 | · | -7% | 0% | 9% | 9% | 25% | 7% | ?
CCN(CC)S(=O)(=O)c1ccc(C(=O)NCC(c2ccc(OC)cc2)N2CCOCC2)cc1 (configuration not stated) | 7% | -5% | -16 | 1% | 0% | -4% | -11% | 0% | 1% | -2% | 23%
CC(OC(=O)c1cc(=O)[nH]c2ccccc12)C(=O)Nc1ccccc1F (configuration not stated) | · | -12% | -9 | · | 0% | -2% | · | -1% | -2% | -2% | ·
COc1ccc(Cc2nnc(NC(=O)c3cc(OC)c(OC)c(OC)c3)s2)cc1 | ? | -47% | 3 | -4% | 4% | 4% | 3% | -6% | -5% | · | -23%
Cn1nc(-c2ccc(Cl)cc2)cc1NC(=O)CSCC(=O)O | · | -12% | -15 | -3% | 1% | ? | 0% | -3% | -3% | 1% | 2%
S=C(Nc1ccc(N2CCOCC2)cc1)Nc1ccc2nc(-c3ccco3)c(-c3ccco3)nc2c1 | ? | -11% | -3 | -7% | -2% | 15µM* | -1% | 4% | 1% | 12% | 0%
Cn1c(=O)c(S(=O)(=O)C(C)(C)C)c(O)c2ccccc21 | 8% | -50% | 26 | 1% | -1% | 4% | 4% | 0% | 2% | -2% | -14%
CN(CC(=O)NC1CC1)S(=O)(=O)c1ccc(Br)cc1 | 7% | 6% | 15 | 3% | -2% | -1% | -6% | 3% | 0% | -6% | 10%
Cc1cc(C)c(C#N)c(SCC(=O)N(CCC#N)c2ccc3c(c2)OCCO3)n1 | · | -15% | 10 | · | 7% | -2% | · | -4% | -1% | -6% | ·
NC(=S)NNC(=O)COc1ccccc1O | · | 1% | -4 | 2% | -1% | 0% | 10% | -2% | 1% | 0% | ?
CCOc1ccc(NC(=O)COc2nsnc2N2CCCCC2)cc1 | -2% | -52% | 6 | 0% | -2% | 0% | -12% | -18% | -3% | 17% | 29%
Cc1cccc(OC(=O)c2ccncc2)c1C | 7% | 10% | -18 | -5% | 0% | 1% | 1% | -4% | -4% | 2% | 15%
CCN1CCN(c2cc(C)c3cc(NC(=S)N4CCCC4)ccc3n2)CC1 | -3% | 4% | -7 | 0% | 0% | -1% | 3% | 1% | 1% | -4% | 2%
CCOc1ncccc1C(=O)OCc1ccccc1 | 1% | 18% | 3 | -28% | -3% | -10% | 0% | 7% | -1% | 20% | 3%
CC(C)Cc1cc(C(=O)N2CCCC(CO)(Cc3ccc(F)cc3)C2)no1 (configuration not stated) | · | -6% | -4 | · | -2% | -1% | -5% | 7% | -6% | -1% | 43%
O=C1CN(C(=O)N[C@@H](Cc2ccccc2)C(=O)N[C@@H](C(=O)O)c2ccccc2)c2ccccc2N1 | -16% | 1% | 9 | · | -2%[9.26 µM] | 1% | -7% | -1% | 1% | -1% | -4%
O=C(NCc1ccc2c(c1)CCO2)Nc1ccccc1 | · | 1.8µM* | -14 | -2% | ? | 15µM* | -7% | 3.2µM* | 3.5µM* | 8% | -2%
COc1ccc(N2CCN(CC(=O)Nc3ncc(C)s3)CC2)cc1 | 11% | -16% | 27 | · | -7% | -1% | 1% | -5%[1.84 µM] | -1% | 7% | 2%
N/C(=N\O)c1ccccc1N1CCCCC1 | 22% | -7% | -8 | 2% | -5% | -2% | -6% | -1% | 0% | 3% | -2%
O=C(NCc1ccc(Cl)cc1)c1noc2c1CCCC2 | 16% | 37% | -26 | 0% | ? | -12% | -5% | 3% | 5% | 14% | ?
CC1(C)CC(NC(=O)C(Cl)(Cl)Cl)CC(C)(C)N1 | 0% | 65% | 41[activator] | 1% | 2% | 8% | 1% | 0% | -2% | -4% | -4%
N#Cc1nc(-c2cccc3ccccc23)oc1NCCN1CCOCC1 | 15% | 46% | -8 | 1% | 8% | ? | -1% | 0% | -1% | -3% | 4%
CCOc1ccc(C(=O)NCC(=O)N2CCC3(CC2)NCCc2[nH]cnc23)cc1 | · | 2% | -23 | · | -1% | 3% | 2% | -2% | -2% | 2% | 0%
CCOC(=O)N1CCN(C(=O)c2ccc(CNS(=O)(=O)c3ccc(OC)cc3)cc2)CC1 | 2% | -2% | 20 | 1% | -4% | 1% | 3% | -6% | 2% | -14% | 4%
O=C(CC1CCCCC1)NCCCN1CCOCC1 | 2% | 11% | 5 | -11% | 4% | 0% | -5% | 5% | 7% | -2% | -3%
COc1ccc2c(c1OC)C(=O)N1c3cccc(Cl)c3C(=O)OC21 (configuration not stated) | ? | -2% | -1 | 6% | 4% | ? | -1% | 5% | 1% | 2% | 3%
O=C(NCCc1ccccc1)C1CCCN(C(=O)Nc2ccc(F)cc2)C1 (configuration not stated) | -5% | 0% | -12 | 2% | -2% | 3% | -16% | -1% | -3% | 0% | -1%

Compound activity: PubChem, National Center for Advancing Translational Sciences (NCATS)

These rows are one share of the data; the hit share may differ from the screen's.
